Bim-Bcl-2 = inhibitors of Bim-Bcl-2 binding, primary screen, biochemical, multiplexed, human Bcl-2 family; Bead-based flow cytometry, Bim peptide-Bcl-2 binding; inhibition, % at 10 µM; actives 0.06% (n = 190,000); in the data active = inhibition above about 40%; inconclusive = no clear call, values can overlap the other calls;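 also: 0% = no compound wells with probe peptide and 100% = reference peptide inhibitor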
Target sequence (P10415 whole entry, looked up): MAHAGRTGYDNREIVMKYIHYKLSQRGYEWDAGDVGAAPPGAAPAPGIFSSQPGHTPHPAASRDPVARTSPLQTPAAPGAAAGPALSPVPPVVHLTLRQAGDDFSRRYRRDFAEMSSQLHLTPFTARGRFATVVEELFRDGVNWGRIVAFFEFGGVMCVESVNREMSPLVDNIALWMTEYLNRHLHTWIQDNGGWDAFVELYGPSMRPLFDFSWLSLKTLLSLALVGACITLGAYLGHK
Bim-Bfl-1 = inhibitors of Bim binding to Bfl-1, primary screen, biochemical, multiplexed, bead-based flow cytometry; Bim-Bfl-1 binding inhibition; inhibition, % at 10 µM; actives 0.12% (n = 190,000); AID 1008, 2008;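 also: 0% = wells without compound plus tracer and 100% = blocker peptide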
Bim-Bcl-W = inhibitors of Bim binding to Bcl-W, primary screen, biochemical, multiplexed, bead-based flow cytometry; Bcl-2-like protein 2 (Homo sapiens), Q92843; Bim peptide-Bcl-W binding; inhibition, % at 10 µM; actives 0.02% (n = 190,000);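 also: 0% = bound tracer without compound and 100% = peptide blocker; higher means less fluorescent Bim peptide bound to Bcl-W beads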
Target sequence (Q92843 whole entry, looked up): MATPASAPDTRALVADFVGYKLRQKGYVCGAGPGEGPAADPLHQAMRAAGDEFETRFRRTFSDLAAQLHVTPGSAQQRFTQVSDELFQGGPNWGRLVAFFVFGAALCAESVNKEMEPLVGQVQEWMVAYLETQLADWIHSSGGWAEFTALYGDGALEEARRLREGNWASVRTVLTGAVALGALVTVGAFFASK
Avidin fluor = green autofluorescence of compounds with avidin beads – biophysical, 488/530 nm, flow cytometry, artefact control, profiling panel | compound fluorescence 488/530 nm; active compounds read high | fluorescence (KMESF) at 10 µM | actives 0.38% (n = 220,000) | AID 1775, 2009; in the data active = fluorescence above about 47; also: inactives centre near 10
RGS7-Gao = RGS7-Galphao binding modulators, primary screen, biochemical, multiplexed bead flow cytometry; Guanine nucleotide-binding protein G(o) subunit alpha (Homo sapiens), P09471; actives lie on both sides; binding response (% of control), % at 10 µM; actives 0.35% (n = 220,000); AID 1439, 2008; in the data active = binding response below about 49% or above about 150%; inconclusive = no clear call, values can overlap the other calls; inactive = in between;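 also: fluorescent Galphao held in activated GDP-AlF4 state binding bead-coupled RGS7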
ABCB1 block = ABCB1 efflux pump inhibitors, primary screen, cell-based, multiplex, flow cytometry, ABCG2 counter-screen. ATP-dependent translocase ABCB1 (Homo sapiens), P08183. CCRF-Adr cells, JC-1 efflux. inhibition, % at 6.6 µM. actives 0.067% (n = 190,000). AID 1326, 2008; in the data active = inhibition above about 40%;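 also: 0% = vehicle and 100% = reference inhibitor; higher value means more JC-1 retained so stronger ABCB1 efflux block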
Bcl-XL Bim block = inhibitors of Bim-Bcl-XL binding, primary screen, biochemical, multiplexed, bead flow cytometry, human Bcl-XL | Bcl-2-like protein 1 (Homo sapiens), Q07817 | Bim peptide-Bcl-XL binding, fluorescence | inhibition, % at 10 µM | actives 0.04% (n = 190,000)
Target sequence (Q07817 whole entry, looked up): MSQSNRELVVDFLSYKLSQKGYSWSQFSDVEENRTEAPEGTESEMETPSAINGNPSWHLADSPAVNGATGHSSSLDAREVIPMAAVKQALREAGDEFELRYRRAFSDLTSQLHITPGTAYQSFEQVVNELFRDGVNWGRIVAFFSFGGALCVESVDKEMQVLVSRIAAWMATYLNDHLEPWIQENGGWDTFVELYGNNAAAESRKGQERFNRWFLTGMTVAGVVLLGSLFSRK
Bcl-B Bim block = inhibitors of Bim-Bcl-B binding, primary screen, biochemical, multiplexed, human Bcl-2 family; Bcl-2-like protein 10 (Homo sapiens), Q9HD36; bead-based flow cytometry, Bim peptide-Bcl-B binding; inhibition, % at 10 µM; actives 0.073% (n = 190,000);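 also: 0% = tracer peptide without compound and 100% = reference inhibitor peptide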
Target sequence (Q9HD36 whole entry, looked up): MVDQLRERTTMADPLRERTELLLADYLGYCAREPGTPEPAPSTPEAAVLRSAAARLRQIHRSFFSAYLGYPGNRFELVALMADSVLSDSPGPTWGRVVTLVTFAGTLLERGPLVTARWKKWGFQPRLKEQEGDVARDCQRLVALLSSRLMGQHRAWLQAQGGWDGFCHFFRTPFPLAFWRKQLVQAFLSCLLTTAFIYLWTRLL
RGS4-Gao reg = modulators of RGS4 binding to Galphao, primary screen, biochemical, multiplexed bead flow cytometry. Guanine nucleotide-binding protein G(o) subunit alpha (Homo sapiens), P09471. actives lie on both sides. binding response (% of control), % at 10 µM. actives 0.33% (n = 220,000). AID 1415, 2008; in the data active = binding response below about 49% or above about 150%; inactive = in between;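 also: fluorescent Galphao activated with aluminum fluoride binding bead-coupled RGS4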
ABCG2 block = ABCG2 efflux pump inhibitors, primary screen, multiplex with ABCB1, IgMXP3 cells, flow cytometry | actives 0.1% (n = 190,000) | JC-1 efflux | inhibition, % at 6.6 µM | Broad substrate specificity ATP-binding cassette transporter ABCG2 (Homo sapiens), Q9UNQ0;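 active = inhibition above 80%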;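 also: 0% = DMSO and 100% = nicardipine control wells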
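Test system: ABCG2 IgMXP3 and barcoded ABCB1 CCRF-Adr cell mix; Schedule: cells with compound and JC-1, 10 min at 25 °C, rotating, no wash; Technique: flow cytometry of retained JC-1 fluorescence; Measure: % inhibition of efflux relative to nicardipine and DMSO; Controls: nicardipine high and DMSO low controls.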
GSH bead fluor = compound fluorescence on glutathione beads, profiling panel, artefact control, biophysical, 488/530 nm, flow cytometry | GSH beads flow cytometry, compound fluorescence 488/530 nm; active compounds read high | actives 0.25% (n = 190,000) | fluorescence (KMESF) at 10 µM; in the data active = fluorescence above about 89;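 also: glutathione beads carrying GST-tagged Bcl family fusion proteins plus one bare bead set; values are compound well signal with DMSO vehicle wells as background; inactives centre near 16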
Starred values were filed as active, the others as inactive; ? = inconclusive; / = not tested or not shown. Rule as the data show it, unless noted: active = inhibition above about 40%.

entry | SMILES | Bim-Bcl-2 | Bim-Bfl-1 | Bim-Bcl-W | Avidin fluor | RGS7-Gao | ABCB1 block
1 | N#Cc1c(NC(=O)c2ccccc2Cl)n(Cc2ccccc2)c2nc3ccccc3nc12 | 1 | -1 | 2 | 23 | 98 | -1.9
2 | OCCN1CCN(c2nc(-c3ccccc3)nc3c2oc2ccccc23)CC1 | -1 | 0 | 0 | 13 | 98 | 1.1
3 | CCCCSc1nc2c(c(=O)[nH]1)CCC2 | 0 | -1 | -3 | 33 | 105 | 0.9
4 | O=C(Cn1cnc2c(nnn2Cc2ccc(F)cc2)c1=O)NC1CCCC1 | -7 | -11 | 0 | 9 | 91 | 0.8
5 | Cc1cccc(NC(=O)NC2CC(=O)N(c3ccc4c(c3)OCCO4)C2)n1 (stereo unspecified) | -2 | -9 | -3 | 22 | 100 | 0.8
6 | COc1ccccc1CNC(=O)C/C(C)=N/NC(=O)Cc1ccc(OC)c(OC)c1 | 2 | 0 | 2 | 13 | 105 | 0.6
7 | Cc1cccc(/C(N)=N/OC(=O)COc2ccc(Cl)cc2)c1 | 0 | -2 | -1 | 8 | ? | -1.1
8 | Cc1cc2c(=O)[nH]c(Cc3ccccc3)nc2s1 | -2 | -8 | -8 | 19 | 105 | -0.6
9 | O=C(Nc1ccccc1)Nc1c(F)cccc1F | 5 | 8 | 0 | 7 | 110 | 0.0
10 | O=C(NCc1ccc(Cl)cc1)c1ccc2nc[nH]c2c1 | -1 | 0 | -1 | 13 | 102 | 0.1
11 | O=C(Nc1ccccc1)O/N=C/c1ccncc1 | -7 | -7 | 1 | 9 | 101 | 0.5
12 | COCCn1c(=S)[nH]c2cc(C(=O)NCC3CCCO3)ccc2c1=O (stereo unspecified) | -7 | -12 | 2 | 15 | 96 | 0.0

entry | Bcl-XL Bim block | Bcl-B Bim block | RGS4-Gao reg | ABCG2 block | GSH bead fluor
1 | 2 | -16 | 102 | 11 | 11
2 | 0 | 0 | 100 | 1 | 22
3 | 0 | 0 | 104 | 5 | 15
4 | -9 | -6 | 89 | 5 | 49
5 | -2 | -3 | 98 | 6 | 7
6 | 0 | -1 | 102 | 9 | 21
7 | -1 | -3 | 78 | -2 | 10
8 | -12 | -10 | 89 | -2 | 14
9 | -4 | 1 | 104 | 1 | 23
10 | -3 | -3 | 109 | 7 | 5
11 | -2 | -5 | 100 | 5 | 11
12 | -4 | -9 | 97 | 3 | 28

The listing continues.
entry | SMILES | Bim-Bcl-2 | Bim-Bfl-1 | Bim-Bcl-W | Avidin fluor | RGS7-Gao | ABCB1 block
13 | COc1ccc(-c2nnc(SCC(=O)NCc3cccs3)n2C)cc1 | -16 | -5 | -10 | 17 | 97 | 0.8
14 | C=CCn1c(Cn2nnc3ccccc32)nnc1SCC(=O)N/N=C/c1cc(Br)cc(OC)c1O | -9 | -10 | -2 | / | -19* | -0.4
15 | Cc1cc(NCCN2CCOCC2)n2ncc(-c3ccccc3)c2n1 | 0 | 0 | -3 | 14 | 93 | 0.6
16 | Cc1ccc(NC(=O)CCC(=O)c2ccc(F)cc2)cc1Cl | -11 | -22 | -3 | 12 | 102 | 0.5
17 | COC(C(=O)Nc1c(F)cccc1F)c1ccccc1 (stereo unspecified) | 4 | 8 | 3 | 11 | ? | -0.2
18 | O=C(Nc1cccc(Cl)c1)OCc1cncs1 | -12 | -20 | -4 | 25 | 100 | 0.2
19 | CCOC(=O)Nc1ccc(NC(=O)c2c(OC)cccc2OC)cc1 | -14 | -21 | 0 | 15 | 99 | 0.1
20 | CC(C)C1N=C(c2ccc3c(c2)OCO3)CC(c2ccccc2O)N1 (stereo unspecified) | -9 | -13 | -2 | 6 | 77 | 0.0
21 | CCCn1c(N2CCN(Cc3ccc(Cl)cc3)CC2)nc2ccccc21 | -3 | -7 | -5 | 12 | 103 | 0.9
22 | Cc1nc(NC(=O)CN2CCOCC2)sc1-c1ccccc1 | -3 | -6 | 0 | 8 | 104 | 0.5
23 | CCS(=O)(=O)N1CCC(C(=O)N2CCN(Cc3ccccc3)CC2)CC1 | -6 | -7 | 0 | 10 | 96 | 1.1
24 | O=[N+]([O-])c1ccc(Cl)c(CN2CCSCC2)c1 | -7 | -9 | -4 | 14 | 111 | 1.2

entry | Bcl-XL Bim block | Bcl-B Bim block | RGS4-Gao reg | ABCG2 block | GSH bead fluor
13 | -7 | -12 | 101 | 1 | 24
14 | -6 | -10 | -38* | -1 | 32
15 | 0 | 1 | 96 | 4 | 8
16 | -11 | -9 | 102 | 22 | 23
17 | 4 | 2 | 104 | 0 | 15
18 | -5 | -8 | 102 | 9 | 24
19 | -9 | -10 | 101 | 12 | 26
20 | -13 | -9 | 77 | 2 | 31
21 | -7 | -3 | 109 | 2 | 15
22 | -1 | -3 | 107 | 4 | 33
23 | -1 | -2 | 99 | 8 | 13
24 | -10 | -11 | 108 | 22 | 9

More compounds.
entry | SMILES | Bim-Bcl-2 | Bim-Bfl-1 | Bim-Bcl-W | Avidin fluor | RGS7-Gao | ABCB1 block
25 | CCOC(=O)c1ccc(N2C(=O)c3n[nH]c(-c4ccco4)c3C2c2cccc([N+](=O)[O-])c2)cc1 (stereo unspecified) | 1 | 3 | -1 | 12 | 98 | 2.5
26 | CCCNC(=O)c1cn(CC)c2cc(N3CCN(C)CC3)c(F)cc2c1=O | -7 | -11 | -1 | 12 | 99 | 0.8
27 | O=C(NC1(C(F)(F)F)NC(=O)N(c2ccc(F)cc2)C1=O)c1ccncc1 (stereo unspecified) | 0 | 0 | 0 | 3 | 100 | 1.4
28 | O=C(NCc1ccco1)C(=O)c1cn(CC(=O)N2CCCCCC2)c2ccccc12 | 0 | -5 | 0 | 10 | 94 | 0.9
29 | CCn1cc(C(=O)OCC(=O)NCc2ccc3c(c2)OCO3)c(=O)c2ccc(C)nc21 | -6 | -14 | 4 | 16 | 102 | -0.6
30 | C=CCn1c(SCC(=O)c2ccc(OC)cc2)nnc1-c1cc2cccc(OC)c2o1 | 0 | 1 | 0 | 8 | 103 | 1.5
31 | CC(=O)c1ccc(NC(=S)NCc2ccco2)cc1 | -3 | -4 | -1 | 10 | 106 | 0.2
32 | CCOc1ccc(OCC)c(NC(=O)CCCN2C(=S)NC(C)(C)CC2C)c1 (stereo unspecified) | -3 | -7 | -4 | 10 | 106 | 0.8
33 | N#C/C(=C/c1ccc(CNC(=O)C(=O)Nc2cc(Cl)cc(Cl)c2)o1)C(=O)NCc1cccnc1 | -3 | -1 | -4 | 11 | 103 | 0.8
34 | O=C(c1ccccc1)N1N=C(c2ccccc2)CC1c1ccc2nccnc2c1 (stereo unspecified) | -5 | -8 | -9 | 10 | 101 | 2.9
35 | COc1ccc(NC(=O)CN2CCN(S(=O)(=O)c3ccc(F)cc3)CC2)cc1Cl | -5 | -3 | -8 | 34 | 97 | 0.3
36 | Cc1ccc(OCC(=O)NNC(=O)C(=O)N2CCCC2)c(C)c1 | 1 | 0 | -1 | 6 | 113 | 0.8

entry | Bcl-XL Bim block | Bcl-B Bim block | RGS4-Gao reg | ABCG2 block | GSH bead fluor
25 | -2 | -5 | 97 | 15 | 4
26 | 4 | -9 | 101 | 2 | 30
27 | -2 | -2 | 104 | 9 | 7
28 | -2 | -1 | 104 | 6 | 10
29 | 20 | -6 | 102 | -1 | 48
30 | 0 | -5 | 98 | 9 | 17
31 | -1 | -7 | 103 | 1 | 17
32 | -3 | -5 | 105 | 5 | 13
33 | -4 | -2 | 105 | 15 | 13
34 | -6 | -8 | 99 | 10 | 9
35 | -5 | -3 | 99 | 1 | 16
36 | -1 | -1 | 118 | 13 | 20

Single records (already shown):
C=CCn1c(SCC(=O)c2ccc(OC)cc2)nnc1-c1cc2cccc(OC)c2o1 as listed: Bim-Bcl-2 = 0; Bim-Bfl-1 = 1; Bim-Bcl-W = 0; Avidin fluor = 8; RGS7-Gao = 103; ABCB1 block = 1.5; Bcl-XL Bim block = 0; Bcl-B Bim block = -5; RGS4-Gao reg = 98; ABCG2 block = 9; GSH bead fluor = 17
Cc1ccc(OCC(=O)NNC(=O)C(=O)N2CCCC2)c(C)c1 as listed: Bim-Bcl-2 = 1; Bim-Bfl-1 = 0; Bim-Bcl-W = -1; Avidin fluor = 6; RGS7-Gao = 113; ABCB1 block = 0.8; Bcl-XL Bim block = -1; Bcl-B Bim block = -1; RGS4-Gao reg = 118; ABCG2 block = 13; GSH bead fluor = 20
COc1ccc(NC(=O)CN2CCN(S(=O)(=O)c3ccc(F)cc3)CC2)cc1Cl as listed: Bim-Bcl-2 = -5; Bim-Bfl-1 = -3; Bim-Bcl-W = -8; Avidin fluor = 34; RGS7-Gao = 97; ABCB1 block = 0.3; Bcl-XL Bim block = -5; Bcl-B Bim block = -3; RGS4-Gao reg = 99; ABCG2 block = 1; GSH bead fluor = 16

The list continues:
entry | SMILES | Bim-Bcl-2 | Bim-Bfl-1 | Bim-Bcl-W | Avidin fluor | RGS7-Gao | ABCB1 block
37 | Cc1cc(C)c(C(=O)Nc2ccc(Br)c(C(F)(F)F)c2)c(C)c1 | -5 | -1 | -4 | 13 | 91 | -0.1
38 | CSc1ccccc1C(=O)N1CCc2ccccc2C1 | 0 | -5 | -2 | 8 | 110 | -0.2
39 | O=C(c1ccccc1C(=O)N1CCN(c2ccc(F)cc2)CC1)N1CCN(c2ccc(F)cc2)CC1 | -9 | -10 | 0 | 13 | 102 | -0.2
40 | CCOC(=O)CNS(=O)(=O)c1c(C)noc1C | -1 | 0 | 0 | 10 | 94 | 0.6
41 | CCOC(=O)CSc1nc2sc3c(c2c(=O)n1C1CCCCC1)CCN(C)C3 | 3 | 0 | -2 | 8 | 100 | 1.4
42 | O=C(NCCC1=CCCCC1)c1cccc2c1C(=O)N(C1CCCCC1)C2 | 4 | 2 | 5 | 21 | 101 | 2.4
43 | CCN(CC)CCCNc1nc2ccccc2[nH]1 | -12 | -10 | 0 | 7 | 100 | -2.8
44 | CC(=O)Nc1ccc(Cc2ccncc2)cc1 | -1 | -5 | -5 | 6 | 101 | -0.4

entry | Bcl-XL Bim block | Bcl-B Bim block | RGS4-Gao reg | ABCG2 block | GSH bead fluor
37 | -6 | -9 | 94 | 6 | 6
38 | -5 | -5 | 103 | 1 | 14
39 | -6 | -8 | 99 | 21 | 14
40 | -2 | -4 | 87 | 5 | 25
41 | -4 | -7 | 101 | 4 | 19
42 | 3 | 3 | 102 | 10 | 8
43 | -4 | -9 | 105 | -4 | 24
44 | -6 | -5 | 102 | 0 | 36

Compound activity deposited in PubChem by NMMLSC.
